# cytoskel mod = modifiers of cytoskeleton assembly; HUVEC TNFa F-actin phalloidin imaging, high content; inhibition, % at 2 µM; actives 0.18% (n = 91,000); AID 836;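 active = inhibition above the batch mean plus 3 SD and confirmed as a hit by visual image inspection, cut at about 30% in these data, passing the limit was not always enough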; also: strong numbers were not always called active
# ERb coact inh = ER-beta (human) coactivator binding inhibition | TR-FRET ER-beta LBD / SRC1-Cy5 peptide binding; receptor agonist-loaded with 1 µM estradiol | inhibition, % at 25.6 µM | actives 1.3% (n = 86,000);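 active = compounds whose percent inhibition of the receptor-coactivator binding signal exceeds about 50% in the single-dose screen, limit read from the data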;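 also: 0% = receptor plus peptide wells without compound and 100% = peptide-only wells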
# VCAM1 TNFa inh = reduces TNF alpha induced VCAM1 expression in HUVEC | inhibition, % at 2 µM | actives 0.48% (n = 95,000) | HUVEC TNFa-induced VCAM-1 immunofluorescence, high-content imaging;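 active = inhibition above the batch mean plus 3 SD, with images confirmed as a hit by eye, cut at about 37% in these data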;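 also: 0% = TNF-stimulated DMSO wells and 100% = unstimulated control wells; not every result past the cut was called active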
# sEH inhibitor = inhibitors of human soluble epoxide hydrolase; P34913; recombinant human sEH enzymatic activity assay; inhibition, % at 2 µM; actives 0.34% (n = 91,000); in the data active = inhibition above about 80%; also: values of inactives mirror those of a sister screen read the other way; many of its hits are not listed in these tables
# Target sequence (P34913 whole entry, looked up): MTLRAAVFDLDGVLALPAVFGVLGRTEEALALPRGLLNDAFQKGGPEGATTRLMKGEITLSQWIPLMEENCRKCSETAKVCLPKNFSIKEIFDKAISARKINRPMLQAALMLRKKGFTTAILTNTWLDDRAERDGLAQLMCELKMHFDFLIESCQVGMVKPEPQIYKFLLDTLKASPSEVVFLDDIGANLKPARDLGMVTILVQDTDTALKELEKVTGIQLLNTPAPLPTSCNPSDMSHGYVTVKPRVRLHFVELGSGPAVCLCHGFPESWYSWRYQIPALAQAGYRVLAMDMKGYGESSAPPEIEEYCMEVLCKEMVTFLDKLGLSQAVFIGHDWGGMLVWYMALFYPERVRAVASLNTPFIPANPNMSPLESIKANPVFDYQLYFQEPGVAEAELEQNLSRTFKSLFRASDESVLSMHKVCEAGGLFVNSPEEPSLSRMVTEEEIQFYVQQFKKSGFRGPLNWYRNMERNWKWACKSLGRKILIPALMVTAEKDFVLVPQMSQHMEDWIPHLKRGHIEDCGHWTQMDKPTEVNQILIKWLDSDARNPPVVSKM
# sEH act = increases human soluble epoxide hydrolase activity; activation, % at 2 µM; actives 0.04% (n = 91,000); purified human sEH enzymatic activity, activator screen; AID 717; P34913; in the data active = activation above about 37%; also: values of inactives mirror those of a sister screen read the other way
# Candida biofilm = kills Candida albicans biofilms; C. albicans biofilm + clotrimazole, Alamar Blue; inhibition, % at 6 µM; actives 0.14% (n = 85,000); AID 834;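 active = inhibition above 20%; inactive = inhibition below 20%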;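 also: preformed 24 hr biofilms exposed to compound for 48 hr; 0% = biofilm without compound and 100% = blank killed by clotrimazole plus chlorhexidine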
# Smad3 FoxH1 inh = blocks human Smad3 binding to FoxH1 peptide. P84022. TR-FRET Smad3/Dy647-FoxH1 peptide binding, europium anti-His. inhibition, % at 25 µM. actives 0.29% (n = 88,000). AID 630;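 active = compounds that reduce the energy-transfer binding signal between the protein and its labelled peptide by more than half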;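 also: 0% = Smad3 plus labelled peptide maximal FRET and 100% = peptide-only background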
# Target sequence (P84022 whole entry, looked up): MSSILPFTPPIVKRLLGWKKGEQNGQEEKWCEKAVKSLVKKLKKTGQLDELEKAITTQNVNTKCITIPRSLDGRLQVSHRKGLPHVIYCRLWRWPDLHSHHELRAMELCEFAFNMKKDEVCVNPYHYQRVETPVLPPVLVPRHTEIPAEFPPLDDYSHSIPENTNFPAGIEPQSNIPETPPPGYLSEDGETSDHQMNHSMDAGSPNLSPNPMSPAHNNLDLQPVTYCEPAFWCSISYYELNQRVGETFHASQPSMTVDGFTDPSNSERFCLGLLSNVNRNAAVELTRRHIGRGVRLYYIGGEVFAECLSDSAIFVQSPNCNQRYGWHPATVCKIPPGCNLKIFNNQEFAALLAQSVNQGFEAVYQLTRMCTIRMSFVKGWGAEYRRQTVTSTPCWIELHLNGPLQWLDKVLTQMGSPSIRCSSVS
# TNFa cytotox = toxic to HUVEC cells under TNF alpha stimulation | HUVEC TNFalpha-stimulated, Hoechst cell count, imaging | cell count reduction, % at 2 µM | actives 0.17% (n = 93,000) | AID 848;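 active = cell count reduction exceeding the screen mean by over 5 SD, scaled to untreated wells per plate, cut at about 78% in these data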;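 also: cells counted after 24 h of TNF alpha exposure following the 1 h pretreatment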
# HUVEC tox IL1B = HUVEC cytotoxicity counter-screen, IL-1B stimulated. HUVEC cell count loss, Hoechst imaging. cell count reduction, % at 2 µM. actives 0.41% (n = 94,000). AID 845;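 active = cell count reduction more than 3 SD above the screen-wide mean, cut at about 70% in these data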;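 also: normalized per plate to untreated control cells as the no-loss baseline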
# Numbers without * were called inactive; . = not tested or not shown; [ ] = dose if it differs, or a comment.
SMILES,cytoskel mod,ERb coact inh,VCAM1 TNFa inh,sEH inhibitor,sEH act,Candida biofilm,Smad3 FoxH1 inh,TNFa cytotox,HUVEC tox IL1B
Cc1cc(C)c2cc(C#N)c(N3CCCN(S(=O)(=O)c4ccccc4)CC3)nc2c1,2,27[fluorescence artefact?],8,0,2,10,4,-30,-7
Cc1cccc(NC(=O)C(c2cccc([N+](=O)[O-])c2)N2CCCCC2)c1 (stereo unspecified),14,.,9,-12,13,.,.,-4,34
CN(CC(=O)NC1CCCCCCC1)S(=O)(=O)c1cccc2cccnc12,10,-5[fluorescence artefact?],10,-3,0,6,-3,-45,-11
Nc1nnc(SCC(=O)N2CCN(c3ccccc3)CC2)n1-c1ccccc1,3,-6,4,4,-4,3,11,-2,6
COc1cccc(NC(=O)CSCC(=O)Nc2ccccc2)c1,12,-7,-10,1,1,3,-5,-10,-41
O=C(N/N=C/c1ccc([N+](=O)[O-])o1)c1cc(-c2ccncc2)nc2ccccc12,16,.,9,-2,3,.,.,5,8
Cc1cc(C)nc(NS(=O)(=O)c2ccc(NC(=S)NC(=O)CC(C)C)cc2)n1,-1,-2[fluorescence artefact?],11,1,1,-2,-3,-2,-55
CC1CC(C)CN(C(=O)c2ccc3c(=O)n(Cc4ccc5c(c4)OCO5)c(=S)[nH]c3c2)C1 (stereo unspecified),-10,-7,5,85*,-84,5,5,-17,10
Cc1cccc(OCCCC(=O)Nc2ccc(N3CCOCC3)cc2)c1,-11,33[fluorescence artefact?],19,9,-8,9,9,-25,-19
CC(=O)c1cc(F)c(N2CCN(c3ccc([N+](=O)[O-])cc3F)CC2)cc1C,-20,.,-3,-14,11,.,.,7,-18
COc1ccc(OC)c(NC(=O)CCN2CCN(c3ccccc3F)CC2)c1,-19,-6,15,0,3,5,1,-10,-8
CC(C)C(=O)Nc1cccc(C(=O)Nc2ccccc2C(=O)O)c1,.,-1,6,3,-5,7,6,-2,6
CS(=O)(=O)N(CC(=O)N1CCN(c2ccc(F)cc2)CC1)C1CCCCC1,-7,-10,2,0,0,3,-8,-22,4
O=C1CCC(=O)N1OCCOc1ccc2c(c1)CCC2,2,-9,-5,5,-2,-2,1,-26,-59
CC(C)N1C(=O)CCC1C(=O)NC1CCCC1 (stereo unspecified),-20,2,13,.,.,4,-3,-6,6
CC(=O)Cn1c(C(F)(F)F)nc2ccccc21,5,-3[fluorescence artefact?],-2,-4,4,6,-1,-13,-22
Cc1cc(C)c(S(N)(=O)=O)c(C)c1-n1cnnn1,-26,0,8,-6,9,5,2,5,-11
O=C(NC1CCCCC1)C(c1ccccc1)N(Cc1ccc2c(c1)OCO2)C(=O)c1cnsn1 (stereo unspecified),10,-4,-16,-1,4,2,0[fluorescence artefact?],.,-36
Cc1ccc(C2C(C(=O)c3sc(C)nc3C)=C(O)C(=O)N2CCN2CCOCC2)o1 (stereo unspecified),-13,0[fluorescence artefact?],18,7,-8,9,1,16,2
CCCCN1C2=NCCCN2c2ccccc21,11,-15,4,11,-9,5,-5,-7,-14
CCc1ncc(C(O)c2cccc3ccccc23)n1C (stereo unspecified),45,-15[fluorescence artefact?],-11,4,-4,8,1,-18,-161
CSc1ccccc1NC(=S)Nc1ccccc1C(F)(F)F,5,-3,8,1,-2,1,6,-31,-6
OC(CN1CCN(c2cccc(C(F)(F)F)c2)CC1)c1c[nH]c2ccccc12 (stereo unspecified),0,-4,-5,-7,6,6,2,-35,-8
CC(c1ccco1)N(C(=O)Nc1ccccc1)C1CCCCC1 (stereo unspecified),-4,0[fluorescence artefact?],-22,-2,5,2,-1,-22,-10
CCc1c(C)[nH]c2nc3ccccc3n2c1=O,21,4,9,-8,7,5,-4,-50,-109
Cc1sc(NC(=O)CN(Cc2ccc(F)cc2)C(=O)C(C)C)c(C(N)=O)c1C,-43,.,9,9,-8,.,.,5,-39
CCc1nnc(NC(=O)CSc2nnc(-c3ccccc3O)n2CC)s1,3,3,1,20,-17,5,-16,-8,-14
Cn1c(Cc2cccs2)nnc1SC/C=C/c1ccccc1,2,-4,12,-2,0,10,10,21,35
CCCCOC(=O)CNc1nnc(SCC(=O)OCC)[nH]c1=O,0,-9[fluorescence artefact?],24,6,-7,6,-7,-6,-19
O=C(NCc1ccc(Cl)cc1)c1ccc(COCC(F)(F)F)o1,-10,5,5,19,-17,1,4,11,-4
COc1ccc2[nH]cc(CCNC(=O)C3CCCNC3=O)c2c1 (stereo unspecified),3,-9,1,-24,20,-2,11,-12,-6
CCCCCNCc1cccn1C,-6,.,17,-3,6,.,.,-2,-13
COc1ccccc1Nc1nc2c(s1)CCC2,2,1,0,.,.,-3,-15,43,32
Cc1ccnc(-n2c(CCN3C(=O)c4ccccc4C3=O)nc3ccccc3c2=O)c1,-36,1,13,5,-2,.,4,-4,-17
CCOC(=O)C(/C=C(\C#N)C(=O)OCC)=C(/N)N1CCN(c2ccc(OC)cc2)CC1,-19,5,-4,-4,5,7,-4,6,25
c1ccc(-c2cnnc(N3CCOCC3)n2)cc1,-17,-7,3,13,-10,4,0,4,-4
c1ccc(N2CCN(c3nc(NCc4ccco4)c4ccccc4n3)CC2)cc1,-35,.,-19,24,-22,.,.,-8,-12
O=C1C=C(NCCNc2c(F)c(F)c(CO)c(F)c2F)CCC1,-11,-3[fluorescence artefact?],9,13,-10,-3,10,2,6
CN(NC(=O)c1ccc(Cl)cc1)c1nc(-c2ccccc2)nnc1C(F)(F)F,-10,.,-1,-6,4,.,.,-12,-9
Cc1nnc(NC(=O)C2CCCN(S(=O)(=O)Cc3ccccc3)C2)s1 (stereo unspecified),12,-10,-10,10,-8,10,-8,.,-25
CC(C)(C)c1cc(OC(=O)c2ccncc2)ccc1O,2,-3,-2,-6,10,4,0,-3,-17
COCCNC(=O)C(c1ccc(C)o1)N(C(=O)c1snc(C(N)=O)c1N)c1ccc(C)c(C)c1 (stereo unspecified),17,-3[fluorescence artefact?],-12,-10,9,-1,-6,-28,-4
CCN1CCN(CCCNC(=O)c2cc3cc4ccc(OC)cc4nc3o2)CC1,-12,-5[fluorescence artefact?],17,5,-6,2,-6,-60,6
Cc1nnc(Sc2cc(C(=O)NCc3ccco3)c3ccccc3n2)s1,0,36,-15,-21,18,6,-1,-6,-72
CCOC(=O)c1c(-c2ccc(C)o2)csc1NC(=S)NC(=O)c1ccccc1Br,-27,.,-4,-14,12,.,.,26,-26
CC#CCCCC(=O)Nc1ccc(C(=O)O)cc1,20,-2,13,2,1,-5,6,-15,-48
O=C(Nc1cc(C(F)(F)F)ccc1Cl)c1cc2nc3c(c(C(F)(F)F)n2n1)CCCC3,1,.,3,9,-7,.,.,-32,-8
O=[N+]([O-])c1ccc(N2CCN(CCO)CC2)cc1Sc1nc2ccccc2[nH]1,-3,.,7,-9,11,.,.,-8,34
CSc1ccc(Cl)c(C(=O)NC2CCCC2)c1,29,.,-5,13,-12,.,.,-3,-5
Cc1ccnc(NC(=O)CCc2c(C)nc3ncnn3c2C)c1,6,-4,5,7,-8,3,7,-46,-44
O=C(Nc1ccc(Cl)cc1)N1CCCN(Cc2ccccc2F)C1,4,-17,-3,72,-72,0,-2,-12,0
COc1ccc2c(c1OC)C(=O)OC2Nc1ccccn1 (stereo unspecified),-9,.,-54,-8,6,.,.,0,-45
Cc1ccc(C)c(NC(=S)N2CCN(c3cccc(C(F)(F)F)c3)CC2)c1,23,.,12,1,2,.,.,-12,0
O=C(NCCCNc1ccc(C(F)(F)F)cc1[N+](=O)[O-])c1ccc(Cl)cc1,-7,.,-14,23,-22,.,.,.,-1
Cc1ccc(C2=N/C(=C\c3cccs3)C(=O)N2Nc2ccccc2)cc1,29,-6,8,3,-3,5,2,-3,-14
CN(C)Cc1nc2c([nH]1)c(=O)n(C)c(=O)n2C,3,-10[fluorescence artefact?],4,-6,8,10,8[fluorescence artefact?],0,5
COc1cc(S(=O)(=O)Nc2c(C)cc(C)cc2C)ccc1Cl,-6,63*[fluorescence artefact?],11,-5,7,9,8,6,-4
COc1cc(C(=O)Nc2nccs2)cc(OC)c1OC,-5,-12,15,1,2,5,0,16,-15
Nc1ccn(-c2ccccc2)c(=O)c1,-34,-2[fluorescence artefact?],2,-18,20,5,-1,9,4
O=C1c2ccccc2C(=O)N1CSc1nnc2c3ccccc3n(CCc3ccccc3)c2n1,-10,7,-4,14,-13,0,0,0,12

# Compound profiles, as listed above. Screens in order: cytoskel mod | ERb coact inh | VCAM1 TNFa inh | sEH inhibitor | sEH act | Candida biofilm | Smad3 FoxH1 inh | TNFa cytotox | HUVEC tox IL1B
# Results for CC#CCCCC(=O)Nc1ccc(C(=O)O)cc1 → 20 | -2 | 13 | 2 | 1 | -5 | 6 | -15 | -48
# Results for O=C(NCCCNc1ccc(C(F)(F)F)cc1[N+](=O)[O-])c1ccc(Cl)cc1 → -7 | . | -14 | 23 | -22 | . | . | . | -1

# (cont.)
SMILES,cytoskel mod,ERb coact inh,VCAM1 TNFa inh,sEH inhibitor,sEH act,Candida biofilm,Smad3 FoxH1 inh,TNFa cytotox,HUVEC tox IL1B
N#CCc1nc2c3c4c(sc3ncn2n1)CCCC4,-26,11,60*,2,-4,2,-2,27,-20
C/C(=C1\SC(N2CCOCC2)=NC1=O)c1ccc(C)cc1,-8,2,0,.,.,7,0,-23,-34
CC1CCN(C(=O)CCc2ccc(S(=O)(=O)NC(C)C)cc2)CC1,2,1[fluorescence artefact?],-18,5,-5,1,5,-8,0
C=CCNC(=O)c1ccccc1NC(=O)c1ccc(Cl)c(S(=O)(=O)Nc2ccccc2)c1,7,.,8,-8,10,.,.,-7,-2
Cc1ccnc(NC(=O)CCCOc2cc(=O)n(C)c3ccccc23)c1,49,.,-22,5,-6,.,.,8,0
Cn1c(=O)c2c(ncn2CC(=O)Nc2nnc(Cc3ccccc3)s2)n(C)c1=O,10,-6,-4,9,-8,8,-3,2,-11
CCn1cc(C(=O)OCc2ccc(F)cc2)c(=O)c2ccc(C)nc21,7,-7,18,0,0,4,14[fluorescence artefact?],-19,86*
Cn1cc(-c2nc3ccccc3[nH]2)c2ccccc21,12,3,14,11,-9,6,6,-10,-32
CC1CCN(CC(=O)N2CC(=O)Nc3ccccc32)CC1,-16,8,-18,6,-2,9,-3,2,-19
CS(=O)(=O)N(Cc1ccc(C(=O)Nc2ccccc2Sc2ccccc2)cc1)c1ccccc1,-13,.,-26,-20,18,.,.,7,24
O=C(c1ccccc1)c1nc2ccccc2[nH]c1=O,-15,-3,2,-11,11,4,11,1,-25
CCOc1ccc(NCC(=O)Nc2ccc(C)cc2C)cc1,3,-6,0,9,-6,2,15,-18,-16
CC(C)CNc1nnnc2c1sc1nc(N3CCOCC3)c3c(c12)CC(C)(C)SC3,17,.,-11,4,0,.,.,-18,1
CCCc1[nH]nc2c1C(c1ccc(OC)c(Cn3nnc4ccccc43)c1)C(C#N)=C(N)O2 (stereo unspecified),-6,16,5,-8,10,-2,-13[fluorescence artefact?],-1,-1
Cc1ccc(C)c(N(C)C(=O)COc2cc(=O)n(C)c3ccccc23)c1,-11,-6,15,-10,10,13,-2,-25,-2
CC(C)=C(NC(=O)c1ccccc1)C(=O)N1CCOCC1,20,-2,6,-1,-2,5,7,-45,17
Cc1cc(N2CCOCC2)n2nc(C)c(-c3ccccc3)c2n1,11,-14,-28,2,0,4,2,-41,-25
CCOC(=O)C(NC(=O)CC)(Nc1cc(C)on1)C(F)(F)F (stereo unspecified),-14,-3,-10,-8,11,9,-7,10,-5
Nn1cnc2sc3c(c2c1=O)CCC3,-3,9[fluorescence artefact?],1,0,4,1,-3,-15,10

# Given as tab-separated lines: entries from further up.
canonical_smiles	cytoskel mod	ERb coact inh	VCAM1 TNFa inh	sEH inhibitor	sEH act	Candida biofilm	Smad3 FoxH1 inh	TNFa cytotox	HUVEC tox IL1B
CS(=O)(=O)N(CC(=O)N1CCN(c2ccc(F)cc2)CC1)C1CCCCC1	-7	-10	2	0	0	3	-8	-22	4
C/C(=C1\SC(N2CCOCC2)=NC1=O)c1ccc(C)cc1	-8	2	0	.	.	7	0	-23	-34

# Some of the compounds tested; rates above refer to the full screens.
